OX1R antag = OX1R (HCRTR1) antagonists, primary screen, fluorescence, CHO/OX1R cells, Fluo-8 calcium, orexin A | Orexin/Hypocretin receptor type 1 (Homo sapiens), O43613 | inhibition, % at 5 µM | Fluo-8 calcium fluorescence | AID 434989, 2010 | hit rate 0.43% among 330,000;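 active = inhibition above its plate's threshold, mean inhibition of all tested compounds on the plate plus 3 SD, cut at about 37% in these data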;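 note: 0% = orexin A challenge wells and 100% = SB-334867-A antagonist wells; not every result past the cut was called active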
Target sequence (O43613 whole entry, looked up): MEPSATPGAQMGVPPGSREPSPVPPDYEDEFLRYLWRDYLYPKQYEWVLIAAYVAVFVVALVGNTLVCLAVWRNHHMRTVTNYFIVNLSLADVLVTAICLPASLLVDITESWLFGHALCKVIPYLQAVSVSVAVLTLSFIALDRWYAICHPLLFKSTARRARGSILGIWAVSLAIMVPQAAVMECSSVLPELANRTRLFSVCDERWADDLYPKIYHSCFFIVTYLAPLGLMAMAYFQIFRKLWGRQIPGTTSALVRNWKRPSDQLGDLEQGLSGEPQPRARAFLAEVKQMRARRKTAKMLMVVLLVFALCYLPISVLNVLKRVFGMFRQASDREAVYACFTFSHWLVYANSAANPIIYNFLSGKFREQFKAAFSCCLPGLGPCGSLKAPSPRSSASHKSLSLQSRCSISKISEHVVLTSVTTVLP
CHT PAM = CHT positive allosteric modulators, primary screen, cell-based, membrane potential dye, choline EC20; hit rate 0.49% among 310,000; AID 488977, 2010; B-score at 10 µM; CHT-expressing cells; active compounds read high; LV-AA mutant CHT in HEK293 cells;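 active = initial fluorescence not abnormally high and integrated response B-score, plate-corrected, over 3 SD above library mean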
Target sequence (Q9GZV3 whole entry, looked up): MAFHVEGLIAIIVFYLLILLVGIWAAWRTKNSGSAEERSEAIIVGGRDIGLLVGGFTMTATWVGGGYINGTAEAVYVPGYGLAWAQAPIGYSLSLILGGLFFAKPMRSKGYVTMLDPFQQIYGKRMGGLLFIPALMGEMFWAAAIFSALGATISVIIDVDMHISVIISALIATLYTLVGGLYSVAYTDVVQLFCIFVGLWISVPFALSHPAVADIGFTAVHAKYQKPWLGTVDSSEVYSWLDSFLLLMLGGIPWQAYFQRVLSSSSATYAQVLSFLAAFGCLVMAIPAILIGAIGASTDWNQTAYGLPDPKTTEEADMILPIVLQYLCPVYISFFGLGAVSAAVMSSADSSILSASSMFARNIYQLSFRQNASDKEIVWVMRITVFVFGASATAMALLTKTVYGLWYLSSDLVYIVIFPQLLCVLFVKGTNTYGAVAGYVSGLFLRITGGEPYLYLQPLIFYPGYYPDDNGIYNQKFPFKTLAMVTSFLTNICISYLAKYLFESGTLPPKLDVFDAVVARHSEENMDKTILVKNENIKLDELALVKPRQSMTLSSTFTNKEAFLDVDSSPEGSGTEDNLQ
Starred values were filed as active, the others as inactive; i = inactive; . = not tested or not shown.

Fields: OX1R antag	CHT PAM
CN(C(=O)C1CCCC1)C1CCS(=O)(=O)C1 (stereo unspecified)
    -6.3	i
COc1ccccc1/C=C/CN1CCC(Oc2ccc(C(=O)N3CCCCC3)cc2)CC1
    -5.5	i
COc1ccccc1Oc1ccc(N/C=C/C(=O)C(C)(C)C)cc1
    -8.9	i
Cc1cc(C(=O)CN(Cc2ccc(F)cc2)S(=O)(=O)c2ccc3c(c2)OCCO3)c(C)n1C
    -8.1	i
O=C(NC1CC2CCCC(C1)N2CC(=O)N1CCCc2ccccc21)C1CCCCC1 (stereo unspecified)
    -32.6	i
CC(CC(=O)Nc1nncs1)c1ccccc1 (stereo unspecified)
    -3.6	i
COc1ccc(-n2c(Cc3cccs3)nnc2SCC(=O)Nc2ccc3c(c2)OCCO3)cc1
    -23.3	i
Nc1nnnn1/N=C/c1ccccn1
    -8.2	i
Cc1ccc(NS(=O)(=O)c2cccc(C(=O)N3CCCCCCC3)c2)cc1
    -27.4	i
O=C(O)c1ccc2cccnc2n1
    -12.0	i

Complete entries from above. Order of values: OX1R antag, CHT PAM
Results for `COc1ccc(-n2c(Cc3cccs3)nnc2SCC(=O)Nc2ccc3c(c2)OCCO3)cc1` → -23.3, i
Results for `CC(CC(=O)Nc1nncs1)c1ccccc1` (stereo unspecified) → -3.6, i
Results for `CN(C(=O)C1CCCC1)C1CCS(=O)(=O)C1` (stereo unspecified) → -6.3, i
Results for `O=C(O)c1ccc2cccnc2n1` → -12.0, i

Continued:
Fields: OX1R antag	CHT PAM
COc1ccc(O)c(/C=N/N2CCCCC2)c1
    -11.2	i
Fc1cccc(-c2csc(-c3ccno3)n2)c1
    -0.1	i
COc1cc(C)ccc1Oc1nc(-c2ccccc2O)nc2ccccc12
    -8.1	i
CCCC(c1nnnn1CCc1ccccc1)N1CCN(C(=O)c2ccco2)CC1 (stereo unspecified)
    -31.0	i
CCOc1ccc(NC(=S)NCc2nc3ccccc3[nH]2)cc1
    -15.9	i
O=c1cc(CO)oc(C(Nc2ccccn2)c2ccc(F)cc2)c1O (stereo unspecified)
    -15.7	i
Cc1onc(-c2ccccc2)c1C(=O)NC(=S)NNC(=O)c1ccco1
    20.0	i
COc1ccc(N(CC(=O)N2CCN(Cc3ccccc3)CC2)S(C)(=O)=O)cc1OC
    0.1	i
O=C(NCCCN1CCOCC1)c1ccc2c(c1)N(Cc1ccccc1)C(=O)c1ccccc1S2
    -30.4	i
O=C(C1CC1)N1CCN=C1SCc1ccc(F)cc1
    -14.8	i
COc1ccc(S(=O)(=O)N2CCC(c3cc(-c4cccc5ccccc45)n[nH]3)CC2)cc1
    16.3	i
COc1cccc(CN2CCNC(=O)C2CC(=O)NCc2cn3cccc(C)c3n2)c1OC (stereo unspecified)
    -1.6	i
C#CCNC(=O)C1CCN(c2cc(C)nc(-c3ccccc3)n2)CC1
    -11.8	i
C=CCOC(=O)c1ccc(N2CCN(c3ccccc3)CC2)nc1
    -14.7	i
Cc1onc(-c2ccccc2)c1C(=O)NCCN1CCOCC1
    -18.2	i
Nc1cc(Cl)ccc1Oc1ccccc1
    1.4	i
Cc1ccccc1NC(=O)c1ccc(-n2cncn2)nc1
    -13.0	i
CCc1cc(C(=O)NNC(=S)Nc2cc(C)ccc2C)cs1
    -20.4	i
CCOC(=O)C1=C(C)NC(SC(C)=O)=NC1c1ccc(OC(C)=O)c(OC)c1 (stereo unspecified)
    -2.6	i
CCOC(=O)c1ccn(-c2nc(-c3ccco3)cc(C(F)(F)F)n2)n1
    -7.7	i
Nc1nc2ncc(-c3ccsc3)c(N)n2n1
    -5.6	i
Cc1cc(C)c(-c2c(O)c3cccnc3n(C)c2=O)c(C)c1
    -8.0	i
COc1cc2c3c(c1)c(C1=NC(=S)NC1=O)c(O)n3C(C)(C)C=C2C
    -27.8	i
C#CCNC(=O)C1=C[C@@H](c2ccc(C#C)cc2)C[C@@H](OCc2ccc(CO)cc2)O1
    -8.9	i
CC1CN(C2CCN(C(=O)c3ccccc3Cl)CC2)CC(C)O1 (stereo unspecified)
    -16.5	i
Cc1ccc(S(=O)(=O)NCCC(=O)Nc2cc(S(=O)(=O)N(C)C)ccc2C)cc1C
    -3.6	i
CN1CCC(N(CCc2ccccc2)C(=O)CCC(=O)O)CC1
    4.1	i
CC(=O)Nc1c(C(=O)O)oc2ccc(Cl)cc12
    -6.5	i
O=[N+]([O-])c1ccc(N/N=C/c2ccc[nH]2)cc1
    13.2	i
COc1cc(OC)c2c(-c3cccc(-c4ccc(OC)c(OC)c4)c3)cc(=O)oc2c1
    -9.7	.
O=C(Oc1cc(Cl)cc(Cl)c1)c1cnc2n(c1=O)CCS2
    -15.0	i
O=C(c1cnc2n(c1=O)CCS2)N1CCN(C(c2ccccc2)c2ccc(Cl)cc2)CC1 (stereo unspecified)
    -24.3	i
Cc1sc(NC(=O)CN2C(=O)NC3(CCCC3)C2=O)nc1-c1ccc(F)cc1
    -25.4	i
COc1ccccc1CNS(=O)(=O)c1ccc(N2CCCC2)cc1Br
    25.2	.
CC(C)CCNC(=O)C1CC(=O)N(CCc2ccccc2)C1 (stereo unspecified)
    9.3	i
O=C(C1CCCO1)N1CCN(C(=S)Nc2ccccc2F)CC1 (stereo unspecified)
    -3.5	i
Cc1ccc(-c2nc(CSCC(=O)N3CCOCC3)c(C)o2)cc1
    -7.3	i
CSCC[C@H](NC(=O)NCCc1ccc(F)cc1)C(=O)O
    -4.1	i
O=C(CN1c2ccccc2Sc2ccccc21)N/N=C/c1ccccc1
    -25.3	i
O=C(c1ccco1)N1CCN(S(=O)(=O)c2cc(Cl)ccc2Cl)CC1
    -35.8	i
O=C(NCC(F)(F)F)c1nn(Cc2ccccc2)c(=O)c2ccccc12
    -34.9	i
COc1ccc(S(=O)(=O)N(C)CC(=O)NCc2ccco2)cc1Cl
    -15.0	i
O=S(=O)(Nc1nc2ccccc2nc1N1CCN(CCO)CC1)c1cc(F)ccc1F
    -4.0	.
CCCCOC(=O)c1ccc(Nc2ccc([N+](=O)[O-])cn2)cc1
    0.6	i
Cc1ccc2nc(-c3ccncc3)[nH]c2c1
    -9.7	i
CCC(=O)NNC(=O)c1cc(COc2cc(Cl)cc(Cl)c2)on1
    -4.5	i
Cc1cc(NC(=O)C(C)SCC(=O)N(Cc2ccccc2)c2ccccc2)no1 (stereo unspecified)
    -22.8	i
COc1ccc(O)c(C(=O)c2cnc3c(c2)c(C)nn3C)c1
    -13.8	i
S=C1NCN(Cc2cccnc2)CN1Cc1ccccc1
    -6.7	i
Cc1ccc(NC(=O)c2ccc3snnc3c2)cc1C
    5.7	i

Other records:
Fields: OX1R antag	CHT PAM
NC(=O)N/N=C/c1ccccc1OC(=O)c1cc2ccccc2oc1=O
    -3.8	i
O=C(NCC(=O)N1CCN(S(=O)(=O)c2ccccc2C(F)(F)F)CC1)c1sc2ccccc2c1Cl
    -23.0	i
CC(C)c1nnc(NC(=O)CN2C(=O)c3ccccc3C2=O)s1
    -4.9	i
CCOC(=O)c1nc2nc(C)c(Cl)c(=O)n2[nH]1
    -21.5	i
COc1cccc(CN2CCN(S(=O)(=O)c3ccc(Cl)s3)CC2)c1
    -32.9	i
COc1ccc(Oc2ncccc2[N+](=O)[O-])cc1
    0.3	i
O=C(NCc1cc(C(F)(F)F)cc(C(F)(F)F)c1)C1CC(c2ccccc2F)=NO1 (stereo unspecified)
    -26.0	i
COc1ccccc1-c1ccc(SCc2cccc(C)c2)nn1
    14.2	i
Cc1cc(C)c2nc(N3CCN(C)CC3)c(C#N)cc2c1
    -6.0	i
O=C(c1ccccc1)N(Cc1ccc(F)cc1)C1CCS(=O)(=O)C1 (stereo unspecified)
    -15.9	i
Cc1ccc(Nc2nc(CSc3n[nH]c(N)n3)cs2)cc1
    4.3	i
COc1ccccc1CNC(=O)COC(=O)c1ccc(C)s1
    -9.3	.
COC(=O)C1C(O)=C(C=Nc2ccc3ccccc3c2)C(=O)CC1(C)C (stereo unspecified)
    -17.1	i
COC(=O)Cc1cn(-c2ncc(C(F)(F)F)cc2Cl)c2ccccc12
    -32.0	i
Cc1ccc(-c2nn(Cc3ccccc3)cc2C(=O)N2CCN(c3ccccn3)CC2)cc1
    -16.2	.
CCCCN1CC(O)=C(c2nc(-c3ccc(Br)cc3)cs2)C1=N
    -4.4	i
CCc1nnc(NC(=O)CC(CN(C)S(=O)(=O)c2ccccc2)c2ccccc2)s1 (stereo unspecified)
    -15.9	i
Cc1c(NC(=O)CSc2n[nH]c(=O)n2-c2ccccc2)c(=O)n(-c2ccccc2)n1C
    -6.9	i
C=CCNCCCCOc1ccc(OCc2ccccc2)cc1
    -10.0	i
Cc1ccc(C(=O)Nc2ccccc2C(=O)O)cc1S(=O)(=O)NCc1ccccc1
    -22.0	i

Nothing new here: 2 of the compounds above.
Fields: OX1R antag	CHT PAM
O=C(C1CCCO1)N1CCN(C(=S)Nc2ccccc2F)CC1 (stereo unspecified)
    -3.5	i
Cc1ccc(-c2nc(CSCC(=O)N3CCOCC3)c(C)o2)cc1
    -7.3	i

Additional structures.
Fields: OX1R antag	CHT PAM
O=C(CN(C(=O)CNS(=O)(=O)c1ccccc1)C1CCCC1)NCc1ccco1
    -19.3	i
C/C(=N\NC(=O)CCc1c[nH]c2ccccc12)c1ccc([N+](=O)[O-])cc1
    -9.4	i
COc1ccc([C@@H]2[C@@H]3C(=O)N(C(C)(C)C)C(=O)[C@@H]3[C@]3(Cc4ccccc4)C(=O)N(c4ccc(OC)cc4)C(=O)N23)cc1
    -32.5	i
Cc1c(C)n(C(=O)CN2CCN(c3ccccc3)CC2)c2ccccc12
    -37.8	i
Cc1c(C)c2ccc(OCC(=O)Nc3ccccc3C(N)=O)cc2oc1=O
    3.2	i
COc1cc2c(cc1OC)CN(C(=O)c1sc(-c3cnccn3)nc1C)CC2
    -26.5	i
COc1cccc(C(=O)N(CN2CCCC2=O)c2cccc(Cl)c2)c1
    -15.0	i
CC1(C)N=C(N)N=C(N)N1c1ccc(F)cc1F
    -10.3	i
COc1ccccc1NC(=O)c1sc2nc(Cc3ccccc3)cc(C(F)(F)F)c2c1N
    -10.2	i
Fc1ccc2[nH]c3c(N4CCN(c5ccccc5)CC4)ncnc3c2c1
    67.5*	i
Cc1ccc(NC=C(S(=O)(=O)c2ccccc2)S(=O)(=O)c2ccccc2)cc1
    -26.4	i
CC(NC(=O)COC(=O)c1ccccc1SCC(=O)N1CCCC1)c1ccccc1 (stereo unspecified)
    -15.7	i
Cc1cccc(OCCOc2ccccc2C=C(C#N)C#N)c1
    7.3	i
O=S(=O)(/N=C(/NS(=O)(=O)c1ccccc1)c1ccccc1)c1ccccc1
    0.8	i
COc1ccc(C(CNC(=O)COc2ccc(Cl)cc2C)N2CCCCC2)cc1 (stereo unspecified)
    -20.4	i
COc1ccc(NC(=O)CN2C(=O)NC(C)(c3ccc(C)cc3)C2=O)c([N+](=O)[O-])c1 (stereo unspecified)
    -33.7	i
Cc1ccc(/C=C/C(=O)N2CCN(S(=O)(=O)c3c(C)c(C)cc(C)c3C)CC2)o1
    -36.7	i
CCc1c(C)nc2ncnn2c1N1CCC(C(=O)N2CCN(c3ccc(F)cc3)CC2)CC1
    -16.9	i
Cc1nn(CC(=O)NC2CCS(=O)(=O)C2)c(C)c1S(=O)(=O)N(C)C (stereo unspecified)
    3.7	.
O=C(O)c1cc(NC(=O)c2ccc3c(c2)C(=O)N(Cc2cccnc2)C3=O)cc(C(=O)O)c1
    -0.1	i
CN(C)S(=O)(=O)c1ccc(/C(O)=C2/C(=O)C(=O)N(Cc3cccnc3)C2c2cccs2)cc1 (stereo unspecified)
    -8.8	i
O=C(c1ccc(Cl)c(S(=O)(=O)N2CCCC2)c1)N1CCN(c2ccccc2)CC1
    -41.7	i
Cc1ccccc1-n1ncc2c(SCC(=O)N3c4ccccc4CC3C)ncnc21 (stereo unspecified)
    5.8	i
O=C1OCC(c2ccccc2)=C1c1ccccc1[N+](=O)[O-]
    -8.2	i
COc1ccc(S(=O)(=O)Nc2cccc3c2O[C@H](CN(C)C(=O)NC2CCCCC2)[C@@H](C)CN([C@H](C)CO)C3=O)cc1
    -23.9	.
CCC1Oc2ccc(C)cc2N(CC(=O)N(Cc2ccncc2)Cc2ccco2)C1=O (stereo unspecified)
    -36.2	i
CC(C)(C)NS(=O)(=O)c1ccc(CCC(=O)N2CCCC2)cc1
    -11.7	i
Cc1ccc(NC(=O)c2sc(N)nc2C)cc1
    -0.8	i
Cc1ccc(Cc2cnc(N3C(=N)SC(C)C3=O)s2)cc1 (stereo unspecified)
    1.0	i
COc1cc(C2CC(=O)Oc3cc(C)c(Br)c(C)c32)cc(OC)c1OC (stereo unspecified)
    -6.1	.
O=C(c1cncs1)N1CCCC(CNS(=O)(=O)c2cccs2)C1 (stereo unspecified)
    -18.9	i
COc1ccc(C)cc1-n1nnnc1SCc1nc2ccccc2c(=O)[nH]1
    -18.9	i
O=C(CCCCn1c(=S)[nH]c2ccsc2c1=O)NCc1ccc2c(c1)OCO2
    2.9	i
CC(C)CN1CCNC(=O)C1CC(=O)NCCCN1CCCc2ccccc21 (stereo unspecified)
    -31.0	i
COc1ccc(OC)c(NC(=O)CCN2CCC(C)CC2)c1
    -14.8	i
O=S(=O)(c1ccc(SCc2ccc(Br)cc2)nc1)N1CCOCC1
    -14.8	.
CCOc1ccccc1/C=c1\sc2nc(-c3ccco3)nn2c1=O
    -8.8	i
Cc1ccc(S(=O)(=O)ON=C2CCN(S(=O)(=O)c3ccccc3)CC2)cc1
    -5.0	i
CC(=O)N1CCN(C(=S)c2ccc(N(C)C)cc2)CC1
    -14.0	i
CC(=O)c1c(C)nc(C)nc1NC(=O)C(C)C
    -0.4	i
